H1N1 NS1A inhibition: NS1A inhibition, H1N1 influenza, cell based functional assay (AID 504329). NS1A functional cell-based assay, percent inhibition; higher % means a stronger effect. inhibition, % at 12.5 µM, or IC50 in µM where a hit was titrated. 340,000 compounds, 0.3% hits; in the data active = a potency from the dose series; inconclusive = inhibition above about 27% without an active follow-up result; also: strong numbers were not always called active
M. tuberculosis: growth inhibition of non-replicating M. tuberculosis (AID 488890). Mycobacterium tuberculosis non-replicating, growth inhibition; higher % means a stronger effect. inhibition, % at 25 µM; hits with a dose series show IC50 in µM. 320,000 compounds, 0.39% hits; in the data active = a potency from the dose series; inconclusive = inhibition mostly from about 82% at the one dose, without a potency; inactive = the rest, 99 in 100 with inhibition below about 76%;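 also: plate controls were DMSO cells for no effect and high antibiotic wells for full effect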
H37Rv inhibition: M. tuberculosis growth inhibition, HTS (AID 449762); M. tuberculosis H37Rv growth inhibition, 7H9 media; higher % means a stronger effect; one-dose inhibition, % at 25 µM; IC50 in µM for titrated hits; 330,000 compounds, 0.59% hits; in the data active = a potency from the dose series; inconclusive = inhibition above about 70% without an active follow-up result;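 also: bacterial growth assessed after seven days of incubation; strong numbers were not always called active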
VEEV TC-83 Vero: inhibitors of VEEV TC-83 cytopathic effect, confirmation, Vero cells (AID 588727). Vero cells, VEEV TC-83 cytopathic effect inhibition; higher % means a stronger effect. 350,000 compounds, 0.13% hits. one-dose inhibition, % at 20 µM; IC50 in µM for titrated hits; in the data active = a potency from the dose series; inconclusive = inhibition mostly from about 14% at the one dose, without a potency; inactive = the rest, 99 in 100 with inhibition below about 12%; also: strong numbers were not always called active
Salmonella PhoP GFP: Inhibition of PhoP regulon, Salmonella typhi GFP reporter cells, confirmation, 4 h (AID 1850); Salmonella Typhi PhoP-promoter GFP reporter, fluorescence, 4 h; higher % means a stronger effect; inhibition, % at 50 µM, or IC50 in µM where a hit was titrated; 310,000 compounds, 0.33% hits; in the data active = a potency from the dose series; inconclusive = inhibition mostly from about 25% at the one dose, without a potency; inactive = the rest, 99 in 100 with inhibition below about 19%;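 also: 0% = induced wells with vehicle and 100% = uninduced wells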
VEEV TC-83 Vero 10K pilot screen: second read-out of VEEV TC-83 Vero, no call of its own (marks repeat the call); inhibition, %; measured here: 10K pilot screen inhibition
* hit, by the source's call; i = inactive; u = inconclusive; x = no result given.

SMILES | H1N1 NS1A inhibition | M. tuberculosis | H37Rv inhibition | VEEV TC-83 Vero | Salmonella PhoP GFP | others
CC1CCN(c2ccc(C(=O)NCc3ccc4c(c3)OCO4)cc2[N+](=O)[O-])CC1 | 11% | 45% | 58% | 1.4% | -3%
CC(C)(C)NS(=O)(=O)c1cc(C(=O)O)ccc1Cl | -10% | -10% | -5% | 0.3% | 0%
O=C1CC(c2ccc(S(=O)(=O)NC3CC3)cc2)CN1 (configuration not stated) | 8% | -31% | 5% | 0.2% | -5%
Nc1nonc1-n1nnc(C(=O)N/N=C/c2ccccn2)c1CNc1ccccc1 | 2% | 38% | 2% | 3.4% | 1%
NC(=O)c1c(NC(=O)c2ccccc2Cl)sc2c1CCC2 | 1% | 37% | 12% | 2.3% | -5%
COc1ccc(Cl)cc1CC=NNC(=O)c1ccncc1 | -8% | x | x | i | x
CCOC(=O)c1c(C)nc2sc3c(=O)n(-c4ccc(OC)cc4)nnc3c2c1-c1ccc(OC)cc1 | 9% | 21% | -5% | 12% | 6%
O=C(c1cccc(Cl)c1)N1CCC2(CC1)NCCc1[nH]cnc12 | 2% | -15% | 3% | i | -1%
O=C(OCc1ccc(Br)cc1F)c1cc2ccccc2oc1=O | -37% | u | u | i | -1%
O=C(c1ccco1)N1CCN(C(=O)c2cnn3c2NC(c2cccs2)CC3C(F)(F)F)CC1 (configuration not stated) | 3% | 3% | 4% | 0.7% | -7%

Copied from the listing for reference:
SMILES | H1N1 NS1A inhibition | M. tuberculosis | H37Rv inhibition | VEEV TC-83 Vero | Salmonella PhoP GFP | others
NC(=O)c1c(NC(=O)c2ccccc2Cl)sc2c1CCC2 | 1% | 37% | 12% | 2.3% | -5%
COc1ccc(Cl)cc1CC=NNC(=O)c1ccncc1 | -8% | x | x | i | x
CCOC(=O)c1c(C)nc2sc3c(=O)n(-c4ccc(OC)cc4)nnc3c2c1-c1ccc(OC)cc1 | 9% | 21% | -5% | 12% | 6%
O=C(c1cccc(Cl)c1)N1CCC2(CC1)NCCc1[nH]cnc12 | 2% | -15% | 3% | i | -1%
O=C(OCc1ccc(Br)cc1F)c1cc2ccccc2oc1=O | -37% | u | u | i | -1%
O=C(c1ccco1)N1CCN(C(=O)c2cnn3c2NC(c2cccs2)CC3C(F)(F)F)CC1 (configuration not stated) | 3% | 3% | 4% | 0.7% | -7%

Continued.
SMILES | H1N1 NS1A inhibition | M. tuberculosis | H37Rv inhibition | VEEV TC-83 Vero | Salmonella PhoP GFP | others
CCOC(=O)N1CCC(NC(=O)CSc2cc(=O)n(CC)c3ccccc23)CC1 | 1% | 6% | 5% | 4.0% | -2%
COc1cccc(C(=O)CSc2nnc(CNS(C)(=O)=O)n2-c2ccc(C)cc2)c1 | -5% | x | x | 4.9% | x
O=C(CSCc1ccc(Cl)cc1)N/N=C/c1ccccc1 | 9% | 51% | 52% | 2.8% | 1%
CC(=O)c1ccc(NC(=O)C(C)OC(=O)C2CC(=O)N(c3ccc4c(c3)OCCO4)C2)cc1 (configuration not stated) | -12% | -18% | -19% | 2.3% | 3%
COc1cc(NC(=O)C2CC(=O)N(Cc3ccco3)C2)c(OC)cc1Cl (configuration not stated) | -11% | -34% | -10% | 3.8% | x
COC(=O)C1=C(c2c(C)noc2C)C[C@@H]2CC[C@H]1N2C(=O)NC1Cc2ccccc2C1 | 1% | 34% | -1% | 1.3% | x
CCOc1ccc(NC(=S)N2CCC(NC(=O)C3CCCCC3)CC2)cc1 | 1% | -14% | 7% | 1.5% | -15%
COc1ccccc1C(c1nnnn1CCc1ccccc1)N1CCN(c2ccccc2)CC1 (configuration not stated) | 7% | 22% | 13% | i | -2%
O=C(Nc1nnc(-c2cccnc2)s1)c1cccs1 | -2% | 9% | -10% | i | 13%
CCN1CCN(CC(O)COCC2COc3ccccc3O2)CC1 (configuration not stated) | 3% | 4% | 3% | 1.1% | -2%
NC(=O)CC(NC(=O)c1ccccc1)c1ccc(N2CCCCCC2)c([N+](=O)[O-])c1 (configuration not stated) | 6% | 25% | -2% | 0.2% | 11%
Cc1cn(CC(=O)c2ccccc2)c2ccccc12 | 1% | u | 45% | 0.6% | 4%
CC(/C=N\NC(=O)c1cc(C)oc1C)=C\c1ccccc1 | 8% | 3% | 5% | 1.1% | -8%
COc1cccc(-c2nc(CSCC(=O)N3CCc4ccccc43)c(C)o2)c1 | 5% | 10% | -5% | 4.6% | 14%
CCCCCc1cc(=O)c2ccccc2o1 | 4% | 61% | 2% | 0.3% | x
CCC(C)NC(=O)C1CCN(c2nc(C)cc(C)n2)CC1 (configuration not stated) | -1% | -4% | -14% | i | 2%
COc1ccccc1CO/N=C/NC(=O)c1c(OC)ccnc1Oc1ccc(F)cc1 | -3% | 12% | 5% | 1.3% | -8%
COc1ccc(C(=O)N2N=C(c3cccc(OC)c3)CC2(O)C(F)(F)F)cc1 (configuration not stated) | -2% | 78% | 28% | 3.6% | -7%
CCOC(=O)CN1C(=O)C(=O)N(Cc2ccccc2)C1=O | 17% | 6% | 12% | 0.2% | 7%
CC(SC1=NCCS1)C(=O)Nc1nnc(-c2ccc(F)cc2)s1 (configuration not stated) | -3% | 25% | -6% | 3.9% | -1%
Cc1ccc(-c2csc(N(CCc3ccccc3)C(=O)COc3ccccc3)n2)cc1 | 5% | 3% | 2% | i | 1%
CC1CCCN(c2nc(NCc3ccco3)nc(N)c2[N+](=O)[O-])C1 (configuration not stated) | 1% | 25% | 10% | 9.3% | -11%
COc1ccc2[nH]c3c(=O)n(CCCCC(=O)N4CCCC4)c(=S)[nH]c3c2c1 | -4% | -12% | -1% | 2.1% | -9%
CC(=O)C1=C(C)NC(=O)NC1c1ccc(OC2CCCC2)cc1 (configuration not stated) | 1% | 14% | -3% | i | -9%
COC(=O)Cc1ccc(O)c(N)c1 | 7% | -4% | -3% | 0.2% | 8%
Cn1ncc(N=Cc2ccccc2)c1C(=O)Nc1cccc(Cl)c1 | 0% | -21% | -6% | 1.0% | 9%
Cc1ccc(NC(=O)CSC2=Nc3ccccc3C3CC=NN23)c(C)c1 (configuration not stated) | -1% | 22% | 9% | 4.0% | 4%
O=C(CSc1nc(C(F)(F)F)cc(=O)[nH]1)N1CCCCCC1 | -5% | 34% | -1% | 0.6% | -7%
CC(C)c1ccc(NC(=O)[C@H]2CSCN2C(=O)[C@@H]2CCC(=O)N2)cc1 | 11% | -1% | 9% | 2.6% | -9%
Cc1nc(NC(C)C)c2cnn(CCc3ccccc3)c2n1 | -10% | 0% | 1% | 3.0% | -9% | VEEV TC-83 Vero 10K pilot screen=3.6
CCSc1nnc(Cc2cc(=O)[nH]c(=O)[nH]2)n1-c1cccc(C)c1 | 4% | x | -5% | 0.4% | -11%
Cc1cc(F)ccc1NC(=O)c1cc(S(=O)(=O)N2CCCC2)cn1C | -10% | x | 3% | 0.9% | -4%
CCNC(C(=O)c1c[nH]c2c(CC)cccc12)c1ccccc1 (configuration not stated) | -2% | 18% | -1% | 2.9% | 8%
CC(C)(C)C(=O)NNC(=O)c1ccc(Oc2cc(Cl)cc(Cl)c2)o1 | 0% | 37% | 5% | i | 3%
Cc1ccc(C(=O)NCC(=O)N2CCN(c3ccccc3)CC2)cc1 | -6% | 16% | 8% | 0.6% | -7%
COCCCNC(=O)C1CCC(=O)N(c2ccc3c(c2)OCO3)C1c1ccc(OC)cc1 (configuration not stated) | -19% | -17% | -3% | 0.9% | 1%
C/C(=C\c1ccco1)C1Nc2cccc3cccc(c23)N1 | x | 0% | 8% | x | -6%
O=C(c1ccco1)N(c1ccccn1)c1ccccn1 | -2% | 13% | -2% | 1.9% | -10%
CCC1CCCCN1CCCNC(=O)CN1C(=O)c2cccnc2Oc2ccc(C)cc21 (configuration not stated) | 6% | -3% | -7% | i | -5%
O=C(NCc1cccs1)C1CCCN1C(=O)Nc1cccc(F)c1 (configuration not stated) | -2% | -2% | 6% | 0.2% | 0%
COc1cccc(-c2nc(CS(=O)(=O)CC(=O)NC3CCC(C)CC3)c(C)o2)c1 (configuration not stated) | 3% | 1% | -5% | 3.2% | 0%
CC(=O)Nc1cccc(NC(=O)CSc2ccc3nnc(CCNC(=O)c4ccccc4)n3n2)c1 | -10% | -5% | -6% | 0.4% | 18%
O=P(Nc1ccccc1)(Oc1ccccc1)Oc1ccccc1 | 10% | 22% | 12% | 8.9% | -4%
Cc1cc(C)c(NC(=O)Cc2ccc(-n3cccc3)cc2)c(C)c1 | -8% | 3% | 4% | i | -7%
O=C(NCCN1CCOCC1)c1cc(-c2ccc(Br)cc2)on1 | -2% | 6% | -3% | 4.2% | -2%
CCOc1ccc(NC(=S)NCc2nc3ccccc3[nH]2)cc1 | -14% | 30% | -1% | 2.6% | -1%
N#Cc1c(N)n[nH]c1CCCN | 8% | -3% | 1% | 2.7% | 5%
CC1=C(C(=O)OC(C)C)C(c2cccs2)N2C(=O)C(C)SC2=N1 (configuration not stated) | 2% | 10% | -3% | 1.3% | 2%
Cc1ccc(Cn2nc(C)c3cc(C(=O)OCC(N)=O)sc32)cc1 | -9% | 9% | 1% | 1.9% | 4%
S=C(Nc1ccccc1)Nc1ccc(OCc2ccccc2)cc1 | -10% | u | 23% | i | -7%

Further records follow.
SMILES | H1N1 NS1A inhibition | M. tuberculosis | H37Rv inhibition | VEEV TC-83 Vero | Salmonella PhoP GFP | others
CCS(=O)(=O)NCCNc1ccc([N+](=O)[O-])cc1 | 0% | 0% | -12% | 1.6% | 8%
COc1ccc(OC)c(-n2c(-c3ccc(C)cc3)n[nH]c2=S)c1 | 0% | -10% | -6% | 2.2% | -10%
O=C(O)c1cccc(NC2=Nc3cccc4cccc2c34)c1 | -13% | 12% | 0% | 2.8% | 28%
O=c1c2ccsc2ncn1Cc1ccccc1F | 3% | 2% | 14% | 3.0% | 1%
CCOC(=O)N1CCN(C(=O)c2noc3c2COc2ccccc2-3)CC1 | -2% | 26% | 10% | i | 8%
CCCC[C@@H]1C[C@H]1[C@@H](NC(=O)c1ccco1)c1ccc(Cl)cc1 | -4% | 63% | 10% | 4.5% | 9%
O=C(CCC(=O)N1CCN(S(=O)(=O)c2ccc(Cl)cc2)CC1)NCc1cccc(C(F)(F)F)c1 | -4% | x | x | 5.2% | x
CS(=O)(=O)Nc1ccc(C2=NN(C(=O)c3ccco3)C(c3cccc(F)c3)C2)cc1 (configuration not stated) | -2% | 10% | 3% | 7.1% | -7%
COc1cc(CNCCO)cc(Br)c1OCc1ccccc1Cl | 10% | x | 23% | i | 10%
O=c1c(Cc2c(F)cccc2Cl)c(O)ccn1Cc1ccc(F)cc1 | 0% | 18% | -1% | 2.7% | -6%
CC(C)CCN1CC(O)=C(c2nc3ccccc3[nH]2)C1=N | -7% | 50% | 16% | 2.9% | 3%
CCC1CCCCN1CCCNC(=O)Cn1ncn2nc(-c3ccc(OC)cc3)cc2c1=O (configuration not stated) | 6% | 22% | 3% | i | -6%
Cc1c(C(=O)NCCCn2ccnc2)oc2ccccc12 | 0% | 4% | 4% | 0.4% | 5%
CCC(C)c1c(O)nc(SCC(=O)Nc2ccccc2)[nH]c1=O (configuration not stated) | 9% | 30% | 3% | 0.3% | -5%
CC1CCN(C(=O)Cn2nnc(-c3ccc([N+](=O)[O-])cc3)n2)CC1 | -5% | 30% | 5% | 0.2% | -6%
COc1ccc(S(=O)(=O)N2CCOCC2)cc1NC(=O)c1cc2c(s1)CCCC2 | -3% | -1% | 1% | 0.8% | 2%
CC(=O)Nc1ccc(CN2CCCC(C(=O)c3cccc(C(F)(F)F)c3)C2)cc1 (configuration not stated) | 1% | -4% | 3% | 1.5% | -4%
Cc1cccc(NC(=O)CN2C(=O)S/C(=C\c3ccc(O)c([N+](=O)[O-])c3)C2=O)c1 | -2% | 57% | 10% | 1.3% | 19%
COc1cccc(NC(=S)NCc2cccs2)c1 | -2% | 75% | 2% | 0.5% | 4%
CC1CCCN(C(=O)NC2CC(=O)N(c3ccc4c(c3)OCCO4)C2)C1 (configuration not stated) | -17% | -7% | 1% | 2.5% | 2%
COc1cc(Cl)ccc1OCc1cc(C(=O)N(C)C2CCOC2)no1 (configuration not stated) | 1% | -12% | -1% | 2.0% | 7%
N#Cc1c(SCC(=O)Nc2nc3ccc(Br)cc3s2)sc2c(O)cc(=O)[nH]c12 | 9% | -20% | 5% | 2.6% | 8%

Compound activity as filed in PubChem.
